Bioassay records deposited in PubChem by several laboratories.
CHRM4 agonist = agonists of human muscarinic M4 receptor (CHRM4); P08173; CHO-K1 hM4/Gqi5, Fluo-8 calcium fluorescence; vehicle 0%, full acetylcholine response 100%; activation, % at 3 µM; 0.14% of 360,000 active; AID 624127;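 active = activation above the run mean over all test wells plus 3 SD, cut at about 32% in these data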;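 also: peak over basal fluorescence ratio per well then scaled between controls; 0% = DMSO wells and 100% = acetylcholine at EC100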
IDE inh = cellular human IDE inhibition | inhibition, % at 5.59 µM | 0.41% of 320,000 active | P14735 | HEK cells, FAbetaB cleavage, fluorescence polarization;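 active = percent inhibition above the average of all tested compounds plus 3 SD, set per screening campaign, cut at about 16% in these data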;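 also: IDE supplied by intact live HEK cells; FP after avidin binding of uncleaved biotin substrate so inhibition keeps polarization high; 0% = DMSO wells and 100% = 60 µM reference IDE inhibitor Ii1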
Target sequence (P14735 whole entry, looked up): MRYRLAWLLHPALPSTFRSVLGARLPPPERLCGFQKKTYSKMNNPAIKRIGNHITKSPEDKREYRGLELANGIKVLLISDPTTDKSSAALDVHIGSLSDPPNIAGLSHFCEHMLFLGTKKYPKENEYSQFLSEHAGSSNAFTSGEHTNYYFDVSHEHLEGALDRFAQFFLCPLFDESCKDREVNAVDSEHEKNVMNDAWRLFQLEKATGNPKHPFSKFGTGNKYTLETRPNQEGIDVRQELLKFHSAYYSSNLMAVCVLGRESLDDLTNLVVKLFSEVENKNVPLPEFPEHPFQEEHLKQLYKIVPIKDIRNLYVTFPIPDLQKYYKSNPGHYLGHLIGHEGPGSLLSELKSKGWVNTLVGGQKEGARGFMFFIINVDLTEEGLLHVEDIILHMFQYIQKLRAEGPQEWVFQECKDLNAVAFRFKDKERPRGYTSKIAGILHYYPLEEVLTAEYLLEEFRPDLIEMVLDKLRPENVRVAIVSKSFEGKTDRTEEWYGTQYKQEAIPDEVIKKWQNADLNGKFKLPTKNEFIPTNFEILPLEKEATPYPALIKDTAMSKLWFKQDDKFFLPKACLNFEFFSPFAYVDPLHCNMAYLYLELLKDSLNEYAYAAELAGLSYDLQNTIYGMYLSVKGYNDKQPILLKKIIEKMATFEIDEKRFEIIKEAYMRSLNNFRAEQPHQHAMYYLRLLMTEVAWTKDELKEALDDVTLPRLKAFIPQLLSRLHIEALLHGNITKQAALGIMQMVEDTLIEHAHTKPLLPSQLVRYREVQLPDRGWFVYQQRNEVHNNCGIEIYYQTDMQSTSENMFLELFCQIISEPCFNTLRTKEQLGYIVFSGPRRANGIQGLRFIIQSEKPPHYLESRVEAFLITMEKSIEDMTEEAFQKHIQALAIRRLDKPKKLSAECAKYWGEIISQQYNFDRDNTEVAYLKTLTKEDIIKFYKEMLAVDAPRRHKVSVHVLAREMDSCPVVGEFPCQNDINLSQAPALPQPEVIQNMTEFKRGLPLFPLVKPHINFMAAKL
M5 PAM = positive allosteric modulators of human muscarinic M5 receptor; P08912; activation, % at 3 µM; CHO-K1 hM5, Fluo-8 calcium, ACh EC20 PAM; 0% = ACh EC20, 100% = ACh EC100; 0.3% of 360,000 active;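 active = activation above the run cutoff, the mean activation of all test compounds plus 3 SD, cut at about 18% in these data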
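System: CHO-K1 hM5 cells. Reagent: acetylcholine, EC20 level. Compound dosing: single dose, 3 µM nominal final test concentration. Timing: Post-acetylcholine fluorescence recording 140 s. Detection: Fluo-8 calcium fluorescence. Read-out: % activation, ACh-normalized. Benchmarks: ACh EC20 and EC100 wells. Repeats: singlicate, one well per test compound.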
CHRM4 PAM = potentiates acetylcholine response at human M4 receptor | P08173 | CHO-K1 hM4/Gqi5, Fluo-8 calcium fluorescence, ACh EC20; 0% = ACh EC20, 100% = maximal ACh | activation, % at 3 µM | 0.4% of 360,000 active;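 active = activation above its plate's cutoff, the mean activation of sample wells plus 3 SD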; also: some results filed as inactive read as strong as hits
M4 antag = antagonists of human muscarinic M4 receptor (CHRM4). P08173. CHO-hM4 cells, ACh EC80, Fluo-8 calcium fluorescence. inhibition, % at 3 µM. 0.73% of 360,000 active. AID 624125;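 active = inhibition above its plate's cutoff, the mean inhibition of sample wells plus 3 SD, cut at about 27% in these data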;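 also: 0% = acetylcholine EC80 with DMSO and 100% = DMSO without agonist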
CRFBP-R2 block = blocks CRF-induced signaling of the CRF-BP/CRF-R2 complex; 0.59% of 350,000 active; HEK293 CRF-R2/CRF-BP, CRF-induced calcium fluorescence; AID 588475; inhibition, % at 11.8 µM;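 active = inhibition of the ligand-induced calcium signal above about 50% at the single tested concentration, limit read from the data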
CRFR2-BP ag = agonists of human CRF-binding protein/CRF-R2 receptor complex. activation, % at 13.2 µM. HEK293 CRF-R2/CRF-BP, calcium dye fluorescence (FLIPR); percent of saturating CRF peptide response. 0.46% of 350,000 active;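 active = activation of at least 50%, plus an integration ratio under a set limit after plate pattern correction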;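 also: plate controls were neutral control wells without compound for no effect and CRF at EC100 for full effect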
M5 antag = antagonists of human muscarinic M5 receptor (CHRM5); P08912; CHO-hM5 cells, Fluo-8 calcium fluorescence, ACh EC80; inhibition, % at 3 µM; 0.59% of 360,000 active;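 active = inhibition above a per-plate cutoff, the mean of that plate's test compounds plus 3 SD, cut at about 27% in these data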;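 also: 0% = acetylcholine EC80 with DMSO and 100% = DMSO without agonist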
M5 ag = CHRM5 agonism in calcium assay | P08912 | CHO-K1 hM5 cells, Fluo-8 calcium fluorescence; 0% DMSO wells, 100% maximal acetylcholine response | activation, % at 3 µM | 0.19% of 360,000 active | AID 624037;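 active = activation above the run's mean over test compounds plus 3 SD, cut at about 23% in these data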;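 also: signal is peak over basal fluorescence ratio across the kinetic read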
* hit, by the source's call; . = not tested or not shown.

SMILES	CHRM4 agonist	IDE inh	M5 PAM	CHRM4 PAM	M4 antag	CRFBP-R2 block	CRFR2-BP ag	M5 antag	M5 ag
O=C1CCN(Cc2ccccc2)CCN1[C@H](COc1ccccc1)Cc1ccccc1	3	4	-9	-1	-5	7	0.3	9	-1
CCOC(=O)C1=C(OCc2ccc(Cl)cc2)C2C=C(C)C=CC2N=C1 (configuration not stated)	2	6	2	1	4	-21	-0.5	-4	2
Cc1nnc(SCSc2nnc(C)s2)s1	1	5	-1	2	13	15	-0.7	0	-2
O=C(Nc1cccc(-c2cnc3ccccc3n2)c1)c1ccc(Cl)cc1	1	2	-8	3	1	-30	-0.1	6	0
Cc1ccc(CNC(=O)c2nnn(CC(=O)Nc3cc(C)cc(C)c3)c2N)cc1	1	5	-1	3	-5	1	1.2	10	-3
O=C1c2ccccc2-c2nccnc21	0	1	3	-2	3	-4	0.1	-3	0
CCn1cc2nc(SCC(=O)Nc3ccc(OC)c(OC)c3)n(Cc3ccc(OC)cc3)c(=O)c2n1	4	-1	-3	2	-7	3	-0.2	8	-3
Cc1ccc(S(=O)(=O)N2CCC(C(=O)OCCOc3ccccc3)CC2)cc1C	6	-7	-30	-10	-10	-2	0.9	18	-8
COc1cccc(-c2csc(NC(C)=O)n2)c1	0	-3	1	2	-3	8	0.2	7	-3
O=[N+]([O-])c1ccc(N2CCN(S(=O)(=O)c3ccccc3[N+](=O)[O-])CC2)cc1N1CCc2ccccc2C1	1	2	-1	10	-1	16	0.1	1	-2
COc1ccc(CCC2=NCCN2C(CC(C)C)c2nc3ccccc3[nH]2)cc1 (configuration not stated)	1	.	1	1	-2	.	.	-4	-4
COC(=O)c1cc(COC(=O)c2nc3nc(C)cc(C)n3n2)oc1C	1	0	2	8	-3	-18	2.1	9	0
COC(=O)c1cccc(/C=N/NC(N)=S)c1O	-1	0	3	-11	0	11	-5.7	2	-13
CC12CCC(C(=O)O)(c3nc4cc([N+](=O)[O-])ccc4nc31)C2(C)C (configuration not stated)	0	1	10	1	8	-1	0.6	1	2
COc1ccc(N2C(=NC(=O)c3ccccc3)SC3CS(=O)(=O)CC32)cc1 (configuration not stated)	1	-2	-1	4	-5	-25	2.9	14	-1
O=C1CCCC2=C1C(c1cccs1)n1ncnc1N2 (configuration not stated)	0	1	2	-6	-4	9	-0.7	-10	3
Cn1c2ccccc2c2ncn(Cc3ccco3)c(=O)c21	0	12	-2	7	-8	19	-1.6	-3	3
CCOC(=O)c1[nH]c2ccc(OC)cc2c1NC(=O)c1nonc1C	2	0	-6	2	-1	6	-0.7	1	-11
CN(CC(=O)Nc1cccc(F)c1)C(=O)CC1CCCC1	1	.	-2	22	-15	-10	-1.2	0	3
CCc1cc(C(=O)Nc2nc(-c3ccccn3)cs2)sc1C	6	0	1	6	-11	4	-4.9	5	0
COc1ccc(-c2cc3c(=O)n(CC(=O)NCc4ccccc4F)ncn3n2)cc1	17	0	-13	-8	-6	-3	6.0	16	3
CCN(CC(=O)Nc1ccc2c(c1)OCCO2)C(=O)COc1ccc(C(C)=O)cc1	2	.	-2	-1	-4	4	-0.6	9	6
CCCCCCC(=O)Nc1ccc(Br)cn1	-2	0	-5	-11	2	-19	0.1	6	-4
Cc1cccc(NS(=O)(=O)c2cccc(C(=O)N3CCCCCC3)c2)c1	2	-4	3	-8	7	-10	-0.6	-1	2
CCOC(=O)Cn1cnc2c(sc3nc(C)cc(C)c32)c1=O	-1	2	4	-2	5	1	-3.9	3	-1
CCOC(=O)N1CCN(C(=O)CN(c2ccccc2OC)S(=O)(=O)c2ccc(OC)cc2)CC1	18	3	-14	-8	-13	4	0.0	16	1
O=C(Nc1ccc(F)c(Cl)c1)Nn1cnnc1	0	2	3	5	-5	.	.	-6	-1
COC(=O)c1ccc2nc(NC(=O)COC(=O)CSc3nc(C)cc(C)n3)sc2c1	5	1	-2	-3	-1	-2	-0.3	-1	-1
Cc1ccc(S(=O)(=O)N(C)C)cc1NC(=O)c1cc(C(C)(C)C)nn1Cc1ccccc1	5	-1	-3	-15	-5	31	0.0	-3	-8
COc1ccc(C(CNC(=O)c2cccc(S(=O)(=O)Nc3ccc(C)cc3)c2)N2CCOCC2)cc1 (configuration not stated)	1	-8	7	14	-28	-3	-2.5	0	-1
Cc1ccc(S(=O)(=O)CCC(=O)OCC(=O)c2ccc(F)cc2)cc1	2	0	-3	-1	-2	-2	-0.1	3	2
O=c1oc(-c2ccccc2F)nc2scc(-c3ccccc3)c12	0	-1	3	-2	0	-3	0.7	8	1
N#CCC(=O)N1CCN(C=O)CC1	1	5	4	1	0	1	4.3	18	1
CC(Oc1ccc(F)cc1)C(=O)N1CCN(c2ncccn2)CC1 (configuration not stated)	1	-2	-9	-4	10	4	7.1	20	0
CC(C)Cn1cnc2c(SCc3ccc(Cl)cc3)nc(N)nc21	10	.	-2	-1	-9	1	-1.1	13	7
CCCCn1c(=O)c(CCC(=O)OCC(=O)Nc2ccc(F)c(Cl)c2)nc2ccccc21	1	-4	1	0	-5	-44	11	17	-4
CC(C)c1ccc(Nc2nc(Cl)nc(Cl)n2)cc1	0	0	0	0	-6	-17	1.7	12	-1
Cc1cc(C(=O)NCc2ccco2)c2ccccc2n1	2	-3	-2	8	10	33	-1.2	13	-7
CCC(Sc1ncnc2sc(C)c(C)c12)C(=O)OC (configuration not stated)	2	3	-7	6	-10	32	-0.5	-5	-2
CCOc1ccc(S(=O)(=O)N2CCCCC2)cc1NC(=O)c1c(CC)noc1C	0	5	0	3	0	29	0.2	-2	3
Cc1ccc(-c2ccc(CCC(=O)O)n2CC(=O)O)cc1	3	1	-5	-6	-6	11	1.1	2	4
O=C(NCCSc1ccccc1)c1ccc(Br)cc1	1	1	1	13	-2	12	-2.0	-2	-3
CSc1ncccc1C(=O)Nc1ncc(C)s1	0	1	-2	-3	9	-14	0.4	3	-5
Cc1nc2ccccc2c(=O)n1/N=C/c1cccnc1	1	-3	1	9	-2	26	0.8	-3	2
COc1ccc(-c2c(C#N)c(N)nc3c2CCCCCC3)cc1OC	0	4	-4	-1	5	1	-1.6	5	-1
Cc1cc(C(=O)CSc2nc(N)cc(=O)[nH]2)c(C)n1-c1cccc(F)c1	1	4	-8	-8	1	-12	-0.7	13	-1
O=C(Cn1nnc(-c2cccc(C(F)(F)F)c2)n1)NC(=O)NCc1ccco1	0	2	-2	1	7	2	-0.6	-1	-1
O=C(c1ccc(F)cc1)n1cc(C(=S)N2CCOCC2)c2ccccc21	1	0	5	0	7	-36	-2.0	-9	-1
c1ccc2c3n(nc2c1)CCCCO3	0	4	10	21	1	-1	-1.2	2	3
S=P(c1ccc(N2CCOCC2)cc1N1CCOCC1)(N1CCOCC1)N1CCOCC1	1	.	6	2	-7	29	13	-9	-4
OC(c1ccccc1)(c1nc(-c2ccc(F)c(Cl)c2)cs1)C(F)(F)F (configuration not stated)	-1	.	-10	-7	-1	.	.	2	-1
CC[C@@H](C(=O)[C@@H](C)[C@@H](O)[C@H](C)CCc1ccc(C)c(O)c1C(=O)O)[C@H]1O[C@](CC)([C@H]2CC[C@](O)(CC)[C@H](C)O2)C[C@@H]1C	72*	-2	-14	-11	5	-2	118*	0	27*
O=C(Nc1ccc2oc(-c3ccccc3)nc2c1)C1CCCO1 (configuration not stated)	2	-1	2	13	-10	-19	-1.4	3	2
COC(=O)CN1C(=O)Nc2ccc(C)cc2C1c1ccccc1 (configuration not stated)	1	2	-1	11	-6	-7	0.1	7	-17
Clc1cccc(CN2CCC(Cc3ccccc3)CC2)c1	-2	0	-19	-9	18	-19	1.6	0	-6
CCOc1ccc(CN(CCC#N)C(=S)NC(=O)c2ccccc2)cc1	1	-3	-1	8	-1	18	-0.5	-1	-1
O=S(=O)(c1ccccc1)N(Cc1cccc(F)c1)c1ccccc1	-2	.	-9	-1	-4	49	3.6	16	-8
COC(=O)Nc1nc2ccc(SC(C)C)cc2[nH]1	1	0	-3	-4	-2	0	-0.9	0	2
Cc1[nH]c(=O)c(C(=O)c2cc(Cl)ccc2O)cc1C(=O)O	1	-1	-2	-2	-3	-18	-1.8	15	-1
CCC(C)Nc1ccc(NC(C)CC)cc1 (configuration not stated)	2	-5	-5	-8	11	-5	2.7	7	-1

Reprinted at random: 2 entries already listed, in no set order.
SMILES	CHRM4 agonist	IDE inh	M5 PAM	CHRM4 PAM	M4 antag	CRFBP-R2 block	CRFR2-BP ag	M5 antag	M5 ag
CC(Oc1ccc(F)cc1)C(=O)N1CCN(c2ncccn2)CC1 (configuration not stated)	1	-2	-9	-4	10	4	7.1	20	0
CSc1ncccc1C(=O)Nc1ncc(C)s1	0	1	-2	-3	9	-14	0.4	3	-5

Other records
SMILES	CHRM4 agonist	IDE inh	M5 PAM	CHRM4 PAM	M4 antag	CRFBP-R2 block	CRFR2-BP ag	M5 antag	M5 ag
Cc1ccc(C(=O)NCCNC(=O)CN2CCCC2)cc1	-1	1	3	-7	9	29	-0.5	-4	1
COc1ccc(N2CCN(C(=O)CN3C(=O)NC(C)(C4CC4)C3=O)CC2)cc1 (configuration not stated)	2	-2	1	0	-4	-15	0.1	3	3
Cc1ccccc1C(=O)N1CCC(C(=O)OCc2ccccc2Cl)CC1	6	-1	-11	-7	10	-8	-1.7	6	7
COc1cc(OC)cc(C(=O)NCCOc2ccccc2)c1	1	-4	-3	-3	-3	5	-5.2	-5	-3
CCOc1ccccc1CN1CCCC(C(=O)Nc2cccc(-n3cccn3)c2)C1 (configuration not stated)	18	1	-7	-23	-16	-11	3.0	3	-9
NC(=O)C1CCN(C(=O)c2ccc(CS(=O)(=O)c3c(Cl)cccc3Cl)o2)CC1	0	10	0	3	-4	-2	-0.2	-1	7
CCc1ccc(NC(=O)CSc2nccn(-c3ccc4c(c3)OCCO4)c2=O)cc1	11	.	2	8	-22	-15	-1.0	3	-3
CC1=C(C(=O)N2CCOCC2)CC(CC(=O)NCCCCc2ccccc2)C(=O)N1CCC1=CCCCC1 (configuration not stated)	7	.	2	-1	-16	-6	-0.7	3	-1
C[C@H](CO)N1C[C@H](C)[C@@H](CN(C)CC2CCCCC2)Oc2ccc(NC(=O)Cn3cnnn3)cc2C1=O	5	6	-3	8	-7	9	-2.5	2	-2
COc1ccc(NC2CCCN(C(=O)CCn3cccn3)C2)cc1 (configuration not stated)	1	-1	-7	-6	6	-12	1.1	7	-3
Cc1ccnc2nc(C(=O)Nc3nc4ccccc4s3)nn12	2	-5	10	1	0	18	-2.2	-11	7
CCOC(=O)c1c(NC(=O)CC2SC(N)=NC2=O)sc2c1CCC(C)C2 (configuration not stated)	1	-7	5	-2	7	-21	-0.7	-5	-2
CN(C(=O)COC(=O)CSc1ccc([N+](=O)[O-])cc1)C1CCS(=O)(=O)C1 (configuration not stated)	1	1	1	15	-4	2	0.3	1	5

Some of these compounds in order of count of non-hydrogen atoms, rising:
SMILES	CHRM4 agonist	IDE inh	M5 PAM	CHRM4 PAM	M4 antag	CRFBP-R2 block	CRFR2-BP ag	M5 antag	M5 ag
Cc1ccc(C(=O)NCCNC(=O)CN2CCCC2)cc1	-1	1	3	-7	9	29	-0.5	-4	1
COc1ccc(NC2CCCN(C(=O)CCn3cccn3)C2)cc1 (configuration not stated)	1	-1	-7	-6	6	-12	1.1	7	-3
NC(=O)C1CCN(C(=O)c2ccc(CS(=O)(=O)c3c(Cl)cccc3Cl)o2)CC1	0	10	0	3	-4	-2	-0.2	-1	7
C[C@H](CO)N1C[C@H](C)[C@@H](CN(C)CC2CCCCC2)Oc2ccc(NC(=O)Cn3cnnn3)cc2C1=O	5	6	-3	8	-7	9	-2.5	2	-2
